High-throughput results from PubChem.
Mot1-301 SUMO = inhibitors of SUMOylation pathway: yeast Mot1-301 growth rescue; growth rescue, % at 18.8 µM; actives 1% (n = 320,000); S. cerevisiae Mot1-301 growth rescue, ATP luminescence, 38.5C; percent above DMSO median, 100 means doubled;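 active means every valid replicate shows activation above 250% relative to neutral control wells; inactive means the rest, any valid replicate at or below 250%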;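 further: OY570 slx delta 5 strain wells were the positive control but not used for scaling; some compounds called inactive have numbers as strong as hits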
Arrestin-AP2 inh = inhibitors of human beta-arrestin and AP2 interaction; actives 0.31% (n = 340,000); inhibition, % at 10 µM; FITC-arrestin peptide / GST-AP2 beads, flow cytometry; AP2 beta2 appendage carries R879A mutation;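 active means inhibition above a set limit, near 3 SD of compounds lacking own fluorescence, cut at about 54% in these data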;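 further: plate controls were DMSO wells for no effect and 5 µM unlabelled arrestin peptide for full effect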
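Material – AP2 appendage R879A on GSH beads · Buffer or medium – PBS with 0.05% Tween 20 and 0.1% BSA · Probe or stimulus – fluorescein-tagged arrestin peptide at 50 nM final · Incubation – compound with beads 12 min RT, then probe 1 h RT · Detection – high-throughput flow cytometry of beads, ex 488, em 535 nm · Evaluation – percent response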
Ecoli viability = bacterial growth inhibition, counter-screen for AddAB inhibitors; actives 0.27% (n = 330,000); inhibition, % at 11.9 µM; E. coli V3065 growth, OD600 absorbance, 18 h; AID 449728;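 active means inhibition above the campaign's mean inhibition across all tested compounds plus 3 SD, cut at about 9.9% in these data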;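 further: uninfected addAB+ strain grown without phage in ampicillin broth; 0% = DMSO wells and 100% = ciprofloxacin 0.95 µg/ml wells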
PKA-R1A activ = PKA-R1A complex activation; PKA-R1A dissociation, Cy5-IP20 fluorescence polarization; scaled: DMSO 0%, 113 µM cGMP 100%; activation, % at 11.4 µM; actives 0.083% (n = 340,000); AID 504707;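 active means percent activation above the mean of all tested compounds plus 3 SD, cut at about 19% in these data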;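 further: higher means more PKAc released from R1A so a rise in polarization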
OPRM1-OPRD1 ag = OPRM1-OPRD1 heterodimerization agonism. cells, luminescence. actives 0.3% (n = 340,000). activation, % at 9.3 µM. P35372+P41143; in the data active means activation above about 18%;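 further: 0% = vehicle-treated cells and 100% = reference agonist; values of inactives mirror those of a sister screen read the other way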
Tat transport = E. coli Tat transport inhibition; actives 0.036% (n = 340,000); inhibition, % at 10 µM; AID 488895; E. coli MC4100 TorA-mCherry Tat export, fluorescence;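 active means mean replicate inhibition at least 50% and at least half of replicates individually reaching 50%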;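 further: exported cargo escapes ClpAP degradation while cytoplasmic cargo is degraded and loses fluorescence; 0% = median of neutral control wells and 100% = median of NaSCN control wells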
MOR-DOR inv ag = inverse agonists of human mu-delta opioid receptor heterodimerization; inhibition, % at 9.3 µM; actives 0.21% (n = 340,000); cell-based MOR-DOR heterodimer luminescence, inverse agonism; in the data active means inhibition above about 22%, passing the limit was not always enough;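 further: 0% = cells with DMSO and 100% = wells without cells with DMSO; values of inactives mirror those of a sister screen read the other way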
PfHsp90 set2 = reduces growth (ATP signal) of yeast expressing P. falciparum Hsp90; AID 504621; inhibition, % at 9.4 µM; S. cerevisiae expressing PfHsp90, BacTiter-Glo ATP, 48 h; yeast lacking PDR1 and PDR3 efflux regulators; actives 0.32% (n = 310,000);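 active means every replicate shows inhibition above about 80%, whatever the replicate mean, limit read from the data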;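 further: 0% = DMSO neutral controls and 100% = 20 µM radicicol positive controls; yeast relying on Plasmodium falciparum Hsp90 in place of its own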
AddAB inh = less growth of phage-infected E. coli with AddAB; E. coli expressing H. pylori AddAB, absorbance growth; inhibition, % at 11.9 µM; actives 0.29% (n = 330,000); AID 435030; in the data active means inhibition above about 12%;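 further: 0% = vehicle wells of infected cells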
phage Ecoli inh = E. coli growth loss with phage present; actives 0.26% (n = 360,000); inhibition, % at 11.9 µM; growth absorbance; in the data active means inhibition above about 11%
DSG3 Ab inh = human desmoglein-3 autoantibody binding inhibition | P32926 | DSG3-coupled beads, scFv-anti-DSG3-GFP binding, flow cytometry; hits give low values | binding (percent of control), % at 10 µM | actives 0.48% (n = 310,000);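 active means binding more than 3 SD below its plate's average and above zero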;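 further: hits lower antibody fragment binding to DSG3; some compounds called inactive have numbers as strong as hits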
Target sequence (P32926 whole entry, looked up, the tested form may be a part): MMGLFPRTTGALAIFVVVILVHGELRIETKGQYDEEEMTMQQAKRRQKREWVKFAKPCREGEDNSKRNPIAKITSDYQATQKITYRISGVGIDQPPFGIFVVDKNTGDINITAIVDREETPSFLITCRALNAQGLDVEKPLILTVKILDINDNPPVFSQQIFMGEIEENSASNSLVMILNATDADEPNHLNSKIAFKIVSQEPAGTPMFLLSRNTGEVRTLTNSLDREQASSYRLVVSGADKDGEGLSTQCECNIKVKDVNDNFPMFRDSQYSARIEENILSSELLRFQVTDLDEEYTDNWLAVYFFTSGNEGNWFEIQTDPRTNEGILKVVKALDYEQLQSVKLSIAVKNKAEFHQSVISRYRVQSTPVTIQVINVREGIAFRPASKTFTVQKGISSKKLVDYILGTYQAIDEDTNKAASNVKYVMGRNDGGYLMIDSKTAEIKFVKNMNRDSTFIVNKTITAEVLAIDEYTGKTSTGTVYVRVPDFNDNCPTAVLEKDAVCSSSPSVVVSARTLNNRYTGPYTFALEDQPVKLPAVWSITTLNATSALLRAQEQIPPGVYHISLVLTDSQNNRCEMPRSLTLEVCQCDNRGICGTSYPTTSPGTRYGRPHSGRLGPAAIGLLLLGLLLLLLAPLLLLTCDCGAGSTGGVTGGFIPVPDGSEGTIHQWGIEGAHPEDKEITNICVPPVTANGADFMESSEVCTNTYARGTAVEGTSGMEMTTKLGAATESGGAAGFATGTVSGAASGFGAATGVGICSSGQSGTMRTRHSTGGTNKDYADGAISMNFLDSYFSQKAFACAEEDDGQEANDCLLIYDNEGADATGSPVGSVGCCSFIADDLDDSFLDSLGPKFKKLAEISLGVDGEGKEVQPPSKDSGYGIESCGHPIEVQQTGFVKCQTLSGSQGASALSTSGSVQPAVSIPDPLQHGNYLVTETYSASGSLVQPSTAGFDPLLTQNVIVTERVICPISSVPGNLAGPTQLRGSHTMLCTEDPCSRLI
Starred values were filed as active, the others as inactive; x = not tested or not shown; & = joins results of further samples.

SMILES	Mot1-301 SUMO	Arrestin-AP2 inh	Ecoli viability	PKA-R1A activ	OPRM1-OPRD1 ag	Tat transport	MOR-DOR inv ag	PfHsp90 set2	AddAB inh	phage Ecoli inh	DSG3 Ab inh
CN(C)S(=O)(=O)c1cccc(-c2nn(-c3ccccc3)cc2/C=C2\SC(=S)NC2=O)c1	50	20	-0.2	-5	-1.5	0	8	-18	-1.8	1.6	110
CCOc1cc2[nH]c(=S)n(Cc3ccc(C(=O)NCCN(CC)CC)cc3)c(=O)c2cc1OCC	-12	-16	-2.2	7	-3.3	-6	15	2	1.5	2.5	106
Cc1cc(C)c2c(CC(=O)Nc3nccs3)coc2c1	-26	25	-1.6	4	-1.7	-3	8	x	0.4	2.2	94
Nc1cc(N)nc(SCCOc2ccccc2F)n1	12	7	0.0	4	-0.1	-4	1	58	5.0	0.2	x
CC1=C(C(=O)OCC2CCCO2)C(c2ccsc2)C2=C(CCCC2=O)N1 (stereo unspecified)	-7	0	0.1	9	-1.5	-10	8	0	4.8	4.1	96
CCc1nc(Cl)c(C#N)c2c1CCCC2	-6	-4	0.4	-17	1.1	-2	-8	15	2.7	4.0	99
O=C(O)c1ccc(Cl)c(S(=O)(=O)Nc2ccc3cn[nH]c3c2)c1	-1	-1	-2.6	0	-0.9	3	5	x	-1.4	3.5	116
Cc1cc(C)cc(NC(=O)Cc2ccc(-n3cccc3)cc2)c1	65	-10	0.5	1	4.5	-2	-23	-9	1.1	1.7	98
Cc1oc(-c2cccs2)nc1CN1CCC(CO)(CCOc2ccccc2)CC1	7	30	0.6	-1	-2.8	-5	14	10	-0.4	1.4	103
C=CCN1C(=O)CSC1=Nc1ccc(NC(C)=O)cc1	-17	34	0.3	2	-3.9	-5	20	-14	1.8	3.2	101
Cc1ccc(S(=O)(=O)NC2CCCC2)cc1C(N)=O	-5	-12	1.9	-1	-2.1	-7	11	16	-1.7	0.4	x
CC1CN(c2ccc(Cl)cc2[N+](=O)[O-])CCN1S(C)(=O)=O (stereo unspecified)	0	5	0.8	-6	0.1	-4	-1	8	4.9	2.8	100
O=C(CNc1ccc(Cl)c(C(F)(F)F)c1)N1CCN(S(=O)(=O)c2ccccc2)CC1	x	-16	x	5	-2.2	-7	8	2	x	2.9	111
O=C(CN(C(=O)c1csnn1)c1cccc2c1CCCC2)NCc1ccc(F)cc1	145	6	0.6	0	-0.8	1	5	-3	0.1	2.5	100
O=C(COC(=O)[C@H](Cc1ccccc1)NC(=O)c1cccs1)Nc1ccccc1C(F)(F)F	13	-8	0.2	-9	-1.7	6	9	7	-1.1	0.3	x
CCOC(=O)c1cnc2c(c(C3CC3)nn2C)c1N1CCOCC1	115	-10	-1.6	x	x	3	x	-14	1.1	4.8	98
COP(=O)(OC)c1nc(-c2ccccc2)oc1N1CCOCC1	-7	-4	1.1	3	-0.3	-8	2	1	0.0	-0.9	94
CCOC(=O)C(=O)N(Nc1ccc(C)cc1)c1ccc(C)cc1	4	9	-0.2	-5	-0.1	-3	1	-20	1.3	0.8	111
CCCNC(=O)COc1coc(CN2CCN(c3ccccc3)CC2)cc1=O	-12	9	-1.4	0	-2.6	-2	13	13	0.2	1.7	87
Cc1ccc(N2C(=O)Nc3ccccc3C2(O)C(=O)NCCCOC(C)C)cc1C (stereo unspecified)	-6	1	-0.3	6	0.3	-1	-1	7	2.4	0.4	96
Cc1nc2nc(CC(=O)O)[nH]n2c(=O)c1[N+](=O)[O-]	-17	14	0.2	0	-2.1	-7	11	16	0.9	0.1	96
O=C(CNC(=O)c1ccccc1F)N/N=C/c1cc(Br)ccc1OC(=O)/C=C/c1ccco1	0	7	-4.2	7	1.7	6	-8	8	-3.0	1.9	108
CC(/C=N/NC(=O)c1ccncc1)=C\c1ccccc1	120	-1	-1.6	-10	-0.4	8	3	13	2.0	1.9	93
CCc1nnc(N/N=C/c2ccccc2Cl)n1N	-9	8	4.9	3	2.4	-1	-14	18	6.3	0.1	104
Cc1ccc(NC(=O)CN2CCN(C(=O)c3ccco3)CC2)cc1	2	-2	0.8	13	-2.3	-5	12	25	2.3	3.2	115

Overlap with the part before: two compounds; new compounds follow.
SMILES	Mot1-301 SUMO	Arrestin-AP2 inh	Ecoli viability	PKA-R1A activ	OPRM1-OPRD1 ag	Tat transport	MOR-DOR inv ag	PfHsp90 set2	AddAB inh	phage Ecoli inh	DSG3 Ab inh
CCc1nnc(N/N=C/c2ccccc2Cl)n1N	-9	8	4.9	3	2.4	-1	-14	18	6.3	0.1	104
Cc1ccc(NC(=O)CN2CCN(C(=O)c3ccco3)CC2)cc1	2	-2	0.8	13	-2.3	-5	12	25	2.3	3.2	115
O=C1NC(Cc2c[nH]c3ccccc23)C(=O)N1CCOc1ccccc1 (stereo unspecified)	-32	2	-0.3	-1	-1.6	2	9	x	2.9	0.0	82
CC1(C)Cc2c(sc(N)c2C#N)C(C)(C)N1	-14	-24	0.3	8	0.5	-13	-2	7	-2.0	1.6	96
O=C(O)c1cc([N+](=O)[O-])c(N2CCCC2)c([N+](=O)[O-])c1	70	-3	1.3	7	-1.8	-4	9	4	-0.2	0.4	94
Cc1cc(-c2nnc(CCC(=O)N(C)Cc3cccc4ccccc34)o2)no1	-1	6	0.8	4	0.4	-4	-2	-15	6.1	3.5	x
COc1ccc(C(=O)N2CCC(n3nccc3NC(=O)C3CCOC3)CC2)cc1 (stereo unspecified)	2	-6	0.5	-12	-2.3	-7	12	-14	3.4	-0.6	116
O=C(N/N=C/c1cccs1)C(=O)N1CCCC1	6	11	-0.9	6	-2.8	-6	14	6	2.0	5.0	98
CCC(C(=O)N1CCN(C(=O)c2ccco2)CC1)n1sc2ccccc2c1=O (stereo unspecified)	-3	-6	0.1	1	-1.3	-2	7	-3	1.0	-1.4	94
COc1ccccc1Nc1nc(-c2ccc3c(c2)NC(=O)CO3)cs1	0	3	1.1	1	1.8	26	-9	-3	0.3	4.5	101
C1CNC(C23CC4CC(CC(C4)C2)C3)=N1	11	10	0.0	-6	-2.4	-6	12	x	1.9	1.5	118
Nc1nnc(-c2ccc(Cl)cc2)s1	3	-11	4.8	-17	-4.5	-3	20	-6	5.8	5.6	123
O=C(CCNC(=O)c1ccc(Cl)cc1)Nc1c(F)c(F)cc(F)c1F	103	20	2.3	-10	-0.4	1	2	-4	3.5	3.0	103
O=C(CSc1ccncc1)Nc1ccc(S(=O)(=O)Nc2nccs2)cc1	20	21	2.5	1	-1.0	-5	5	1	0.7	-0.3	88
CCc1c(C(=O)Nc2ccc(S(=O)(=O)N3CCOCC3)cc2)csc1C	26	-3	-1.4	-2	0.0	2	0	11	-2.0	2.4	100
CCc1nc2ccccc2c(NC(=O)CN2CCC(C)CC2)c1C	21	-4	-1.2	0	-0.9	9	4	-2	4.1	-0.4	x
O=C(Nc1cccc(S(=O)(=O)N2CCCCC2)c1)C1CCCN1S(=O)(=O)c1ccccc1F (stereo unspecified)	2	6	0.2	7	0.0	3	0	-23	0.6	2.6	x
COC(=O)C1(c2ccccc2)NC(c2cccs2)C2C(=O)N(c3ccccc3)C(=O)C21 (stereo unspecified)	6	0	2.9	4	-0.4	-7	2	-3	2.4	-0.6	102
Cc1cc(CN(C)C(=O)C2CCC(=O)N(CCc3cccc(F)c3)C2)on1 (stereo unspecified)	-26	-13	-2.0	-4	-4.3	4	22	35	-0.4	2.4	104
CCOC(=O)c1[nH]c2ccccc2c1NC(=O)CC(C)C	14	14	2.2	-17	-2.6	0	13	4	-0.2	0.4	100
CC(=O)Nc1ccc2nc(C3CC3)n(Cc3ccc(Cl)cc3)c(=O)c2c1	7	-4	0.7	4	1.1	3	-6	4	2.7	1.7	101
O=C(NCCCn1ccnc1)c1ccc(C(F)(F)F)cc1	58	7	-0.4	4	-1.5	5	7	-18	0.2	0.8	97
Cc1nn(C)c(C)c1CNC(=O)Nc1ccc2c(c1)OCO2	x	-17	-4.2	2	-1.3	35	6	-9	-1.8	-0.8	x
COc1ccc(/C(=N\O)c2nccc3cc(OC)c(OC)cc23)cc1OC	-5	-13	-1.8	-5	-1.2	1	6	x	0.0	2.8	116
COc1ccccc1CNC(=O)C1CCN(C(=O)c2sccc2-n2cccc2)CC1	-8	21	-0.3	6	-3.2	-4	16	-9	2.8	1.3	102
Cc1csc(NC(=O)c2ccc(Cn3nc(C)c(Br)c3C)o2)n1	152	58*	0.3	-8	1.1	4	-6	-4	1.6	1.6	108
O=S(=O)(NCCOCC(F)(F)C(F)F)c1ccc2oc3ccccc3c2c1	192	-9	-1.7	-1	4.2	-6	-25	-50	0.9	1.9	96
SMILES	Mot1-301 SUMO	Arrestin-AP2 inh	Ecoli viability	PKA-R1A activ	OPRM1-OPRD1 ag	Tat transport	MOR-DOR inv ag	PfHsp90 set2	AddAB inh	phage Ecoli inh	DSG3 Ab inh
Cn1c(CN2CCCC2)nc2cc(NC(=O)c3ccco3)ccc21	3	3	0.5	-9	-2.2	-7	12	-6	0.1	2.1	103
COc1ccc(C(=O)Oc2ccc(Br)cc2C(=S)N2CCOCC2)cc1	-8	12	-2.3	-9	-1.7	5	10	6	0.8	1.9	69
CCCCNc1c(-c2ccc(-c3cccc(Cl)c3)cc2)nc2ccccn12	3	0	4.4	2	1.8	5	-10	-28	0.9	2.0&-0.2	96
CCOc1ccc(OCCC(=O)N(CC)CC(=O)Nc2c(F)cccc2F)cc1	-6	-9	-1.4	3	-3.3	-8	12	-26	1.6	0.1	105
COc1cc2[nH]c(=S)n(C3CCN(Cc4ccccc4)CC3)c(=O)c2cc1OC	-20	4	-0.4	1	-0.3	-2	1	-15	-0.7	1.5	101
CC1CC(C)CN(S(=O)(=O)N2CCC(C(=O)NCc3ccco3)CC2)C1 (stereo unspecified)	-3	1	3.0	0	-2.8	-8	15	30	4.9	1.7	100
O=C(Nc1ccccc1Oc1cccnc1)C1CCCN(Cc2ccc(F)cc2)C1 (stereo unspecified)	2	20	-1.3	-5	-1.8	-10	9	-3	3.8	2.3	111
CN1C(=S)SC(/[N+]([O-])=C\c2ccccc2F)C1(C)C (stereo unspecified)	-8	-1	1.8	4	-1.6	-3	9	-1	3.0	1.9	110
CN(CCOc1ccccc1)C(=O)C1CCC(=O)N(CCCN2CCOCC2)C1 (stereo unspecified)	9	-2	0.3	2	-1.9	-5	13	17	3.2	-1.0	98
COc1cc(C(=O)NCc2ccccc2Cl)ccc1OCC(=O)N1CCOCC1	x	32	x	-5	-1.5	-1	8	-7	x	4.6	99
CCc1noc(C)c1C(=O)N(C)CC(=O)Nc1ccc(Cl)c(Cl)c1	-10	-1	-0.9	0	-2.5	-7	14	x	-0.3	2.1	98
CC1CCN(CC(O)CN2c3ccccc3Sc3ccccc32)CC1 (stereo unspecified)	-16	-9	-1.2	-3	-1.1	1	5	-12	-0.5	x	100

An unsorted share of the library, and some 2.8% of all compounds hit somewhere here.
